Compound activity: PubChem BioAssay, several laboratories
HIF-2a block: inhibitors of HIF-2a | AID 624352 | hit rate 0.72% among 360,000 | inhibition, % at 18.8 µM | 786-0 RCC cells HIF-2a reporter, luciferase luminescence, overnight;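 active = inhibition of the luminescence signal of 40% or more relative to plate controls, in a single-dose primary screen at 18.75 µM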
Vif inh: HIV Vif inhibition | inhibition, % at 7.49 µM | hit rate 0.35% among 340,000 | HEK293T cells, Vif self-association by quenched fluorescence, imaging, 24 h | AID 602346; in the data active = inhibition above about 50%, passing the limit was not always enough; inconclusive = no clear call, values can overlap the other calls; inactive = below about 31%; also: some results filed as inactive read as strong as hits
MITF TRPM1 inh: inhibitors of MITF-driven TRPM1 promoter in melanoma cells; AID 488899; inhibition, % at 12.5 µM; SK-MEL-5 TRPM1 promoter luciferase, 24 h; hit rate 0.83% among 330,000;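 active = mean inhibition across replicates of 60% or more, whatever share of single replicates reaches that level; inconclusive = some that reach 60%, reason not given; inactive = mean inhibition across replicates below 60%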; also: values of inactives mirror those of a sister screen read the other way
CaV13 ICDI inh: Disruptors of the CACNA1D IQ motif to Ca2+-dependent inactivation inhibitor domain association, primary screening, Förster resonance energy transfer in intact living …. inhibition, % at 12.3 µM. AID 743397. HEK cells, CFP/YFP FRET ICDI-IQ, plate reader, 10 min; percent FRET-ratio fall versus neutral wells. hit rate 0.098% among 340,000;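 active = mean replicate inhibition of at least 30% and at least 1% of replicates passing that level; inconclusive = only one of the two criteria is met; inactive = neither criterion is met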;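 also: 0% = median of the neutral control wells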
KKLEB tox: CF airway cell cytotoxicity counter-screen; hit rate 0.36% among 360,000; activity change (cytotoxicity), % at 5 µM; KKLEB CF airway cells viability, ATPlite luminescence, overnight; active compounds read low; cells stimulated with P. aeruginosa culture filtrate; AID 602141;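 active = corrected activity change at or below -50% at 5 µM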
PDI inh: blocks human protein disulfide isomerase activity. P07237. PDI insulin aggregation turbidity, A650, 90 min. inhibition, % at 10 µM. hit rate 0.052% among 350,000. AID 588391;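 active = mean inhibition across replicates of 30% or more, whatever share of single replicates reach that level; inconclusive = mean inhibition below 30% while every single replicate reaches 30%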;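 also: absorbance from insulin aggregation driven by PDI reduction with DTT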
Target sequence (P07237 whole entry, looked up): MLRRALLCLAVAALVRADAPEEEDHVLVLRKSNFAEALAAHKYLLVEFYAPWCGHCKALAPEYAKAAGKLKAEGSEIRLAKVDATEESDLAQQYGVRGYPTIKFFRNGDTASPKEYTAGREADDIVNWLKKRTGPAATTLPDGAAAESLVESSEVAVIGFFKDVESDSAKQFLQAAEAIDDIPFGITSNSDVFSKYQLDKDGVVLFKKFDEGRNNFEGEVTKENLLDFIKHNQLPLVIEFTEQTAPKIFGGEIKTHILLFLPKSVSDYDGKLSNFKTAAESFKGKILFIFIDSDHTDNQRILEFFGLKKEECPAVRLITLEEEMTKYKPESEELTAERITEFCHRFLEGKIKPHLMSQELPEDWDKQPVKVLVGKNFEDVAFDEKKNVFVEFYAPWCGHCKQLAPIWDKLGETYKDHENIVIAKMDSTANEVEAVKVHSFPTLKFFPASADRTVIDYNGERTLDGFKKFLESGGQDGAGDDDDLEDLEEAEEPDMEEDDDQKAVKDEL
Peg3 promoter: reduces Peg3 promoter-driven luciferase expression in HeLa. AID 588405. inhibition, % at 20 µM. HeLa PEG-Prom luciferase reporter, luminescence, overnight. hit rate 1.7% among 360,000;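 active = inhibition of at least 50% at 20 µM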
NR2E3 ag-1: human photoreceptor-specific nuclear receptor agonism; inhibition of corepressor binding, % at 3.98 µM; CHO-S Gal4-NCOR/VP16-NR2E3 two-hybrid, luciferase; hit rate 0.35% among 360,000; AID 602229;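 active = inhibition above the mean of all tested compounds plus 3 SD, cut at about 70% in these data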;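 also: 0% = DMSO with NR2E3 transfected cells and 100% = cells lacking NR2E3 construct; higher means lower luciferase signal from less NR2E3 corepressor binding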
Target sequence (Q9Y5X4 whole entry, looked up, the tested form may be a part): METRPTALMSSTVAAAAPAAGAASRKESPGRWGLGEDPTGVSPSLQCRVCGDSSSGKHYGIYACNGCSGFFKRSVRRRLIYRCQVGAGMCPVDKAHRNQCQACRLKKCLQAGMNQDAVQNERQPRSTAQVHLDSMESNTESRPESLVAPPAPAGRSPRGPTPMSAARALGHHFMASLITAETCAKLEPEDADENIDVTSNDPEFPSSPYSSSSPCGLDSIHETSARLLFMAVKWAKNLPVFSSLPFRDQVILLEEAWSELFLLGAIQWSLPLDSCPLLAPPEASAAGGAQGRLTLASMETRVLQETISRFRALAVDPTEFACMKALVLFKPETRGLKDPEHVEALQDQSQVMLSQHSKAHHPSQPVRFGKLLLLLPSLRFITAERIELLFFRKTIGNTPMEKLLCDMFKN
NR2E3 ag-2: activates human photoreceptor nuclear receptor NR2E3; GST-NR2E3/biotin-RetCOR TR-FRET, 1536-well; inhibition of corepressor binding, % at 4.78 µM; hit rate 0.12% among 320,000; AID 2300;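 active = percent inhibition above the cutoff of mean plus 3 SD of all tested compounds, set per screening campaign, cut at about 20% in these data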;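 also: 0% = DMSO wells and 100% = biotin wells as full block of FRET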
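System: GST-tagged NR2E3 plus biotinylated RetCOR corepressor; Amount: 1.35 nM GST-tagged NR2E3 final; Dosing: single nominal compound dose of 4.8 µM; Schedule: 5 h incubation at 4 °C; Technique: TR-FRET with europium anti-GST and streptavidin-D2, 340 nm excitation; Controls: biotin wells as high control, 0.6% DMSO wells as low control.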
Shn3 inh set2: reduces Shn3 3'UTR luciferase signal in osteoblasts | Clone20 osteoblast Shn3 3'UTR firefly luciferase, 24 h | inhibition, % at 12.5 µM | hit rate 0.52% among 360,000 | AID 588674;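 active = mean inhibition of at least 75% with every replicate also reaching 75%; inconclusive = mean inhibition at least 75% but some replicate below; inactive = mean inhibition below 75%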;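 also: 0% = median of neutral control wells and 100% = pilot-screen positive control compound; some compounds past the cut are filed as inactive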
CF NFkB block: cystic fibrosis NF-kB activation inhibition | inhibition, % at 5 µM | hit rate 0.86% among 360,000 | KKLEB NF-kB-GFP reporter, PAF-induced, GFP fluorescence overnight;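 active = at least 50% inhibition at 5 µM, scaled per plate between neutral and stimulator controls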;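 also: PAF is a Pseudomonas aeruginosa culture filtrate used as stimulus; plate controls were PAF-stimulated DMSO wells for no effect and unstimulated DMSO wells for full effect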
* = called active by the depositor; ? = inconclusive; / = not tested or not shown.

SMILES	HIF-2a block	Vif inh	MITF TRPM1 inh	CaV13 ICDI inh	KKLEB tox	PDI inh	Peg3 promoter	NR2E3 ag-1	NR2E3 ag-2	Shn3 inh set2	CF NFkB block
CC(C)(C)NC(=O)COc1ccc2oc3c(c2c1)CCCC3	-116	-8	-7	-6	1	-2	-59	-9	5	-15	-8
Cc1c(NS(=O)(=O)c2ccc(C(=O)NCc3ccccc3)cc2)c(=O)n(-c2ccccc2)n1C	3	-5	-18	1	10	6	3	19	0	2	-6
O=C(CN1CCN(c2ccccc2)CC1)Nc1ccc2c(c1)CCC2	9	4	-10	5	5	0	5	13	3	0	4
CCN(C(=O)c1cc2c(C)nc3ccccc3c2o1)c1cc(Cl)ccc1OC	19	-9	13	-3	-9	-7	26	11	-3	10	30
COC(=O)c1ccccc1NC(=O)c1cc(-c2cccs2)on1	-25	10	21	-8	-24	5	17	-21	8	9	10
CC(C)[C@H](NC(=O)C1CC(=O)N(c2ccc3c(c2)OCO3)C1)C(=O)NC1CCCC1 (some centres not stated)	-1	0	-2	-7	-18	-9	9	-11	0	3	3
O=C(CSc1ccc2nnc(-c3cccc(F)c3)n2n1)NCc1ccco1	12	/	-6	-7	3	-2	18	-14	4	-19	-3
COc1cc(/C=C/C(=O)c2c(O)cc(C)oc2=O)cc(OC)c1O	20	-12	13	-6	5	10	5	-11	0	-13	2
COCCCNCc1cc(C)n(-c2cc(S(=O)(=O)N3CCOCC3)ccc2N2CCCC2)c1C	7	-2	-19	-3	5	-7	1	-5	/	-7	20
O=C(CSc1ncn[nH]1)NCCC(c1ccccc1)c1ccccc1	6	3	2	1	28	1	11	-16	2	-2	6
Cc1ccc(NC(=O)Nc2ccc(Cl)c(Cl)c2)nc1	-100	-10	-64	-14	4	-15	-183	-28	1	-47	2
CCc1c(C)nc2cc(-c3ccc(Cl)cc3)[nH]n2c1=O	-244	2	-63	-18	-7	-4	-340	-131	0	-56	8
CCOC(=O)C1=C(C)NC(=O)NC1/C=C/c1ccccc1 (configuration not stated)	4	4	3	-5	5	-3	2	-22	-1	-18	16
CC(OC(=O)c1ccncc1)C(=O)NC1CCCC1 (configuration not stated)	16	12	-4	-2	-7	-3	12	-8	-1	5	6
O=S(=O)(Nc1ccc(-n2cccc2)cc1)c1ccc(F)cc1	8	-1	4	-1	0	-2	0	-23	-1	1	4
Cc1ccc(CNC(=O)CCn2cc(-c3ccc(C)cc3)nc2CCN)cc1	11	-4	3	-10	0	-3	-14	-5	1	2	-1
N#Cc1c2n(c3c(=O)n(Cc4ccccc4Cl)cnc13)CCCCC2	16	-6	12	-5	-8	-2	23	-19	0	20	15
CCCN1CCC(NC(=S)Nc2ccc([N+](=O)[O-])cc2)CC1	-172	-2	-4	-5	-27	6	-46	-32	-1	-5	22
NS(=O)(=O)c1ccc(NC(=O)c2ccccc2Cl)cc1	-4	-14	-9	-5	3	10	-21	-11	3	4	-3
CSCCC(NC(=O)c1ccccc1Br)C(=O)NNC(=O)c1ccco1 (configuration not stated)	-7	-2	/	-6	10	2	-1	6	4	19	-27
Cc1ccc(NC(=O)Cn2cccc2)cc1	-13	-6	-15	-4	-8	5	-14	-30	-1	-9	6
O=C(NCc1ccc(OC(F)(F)F)cc1)C1CC(c2ccc(C(F)(F)F)cc2)=NO1 (configuration not stated)	10	/	6	-10	-6	-6	25	20	3	8	17
Cc1ccc(S(=O)(=O)N2CCOCC2)cc1NC(=O)COC(=O)/C=C/c1ccc(F)cc1	13	-3	-5	-5	-4	5	15	-39	/	1	-4
Cc1ccc(C2=NN(C(=O)c3ccco3)C(O)(C(F)(F)F)C2)cc1 (configuration not stated)	-50	-6	0	-5	8	-3	-9	-4	2	-15	2
COCCC(=O)N1CCCC(C(=O)c2ccc(Oc3ccccc3)cc2)C1 (configuration not stated)	-9	17	7	-13	-5	3	-12	-8	-3	10	2
CCOCc1c(C(=O)NCC(c2ccco2)N2CCCC2)oc2ccccc12 (configuration not stated)	26	-1	7	-5	10	-2	9	17	/	3	-17
CC1=C(C(=O)N(C)C)CC(CC(=O)NCc2ccco2)C(=O)N1Cc1ccccc1 (configuration not stated)	2	-2	/	-4	-7	-4	-16	1	/	-8	29
Cc1csc2c(=O)sc(NC(=O)c3cccs3)nc12	-47	-5	9	-17	1	5	6	-6	-2	-30	-21
CN(C)c1cc[n+](CC(=O)N2c3ccccc3Sc3ccccc32)cc1	8	-5	6	-5	-7	-2	-10	-5	2	-4	2
C[C@@H]1CC[C@H](Cc2ccc(-n3cccc3)cc2)N1C(=O)OC(C)(C)C	-9	-3	/	-5	-9	-5	-1	-31	/	9	9
Cc1ccc(S(=O)(=O)N2C[C@]3(O)C[C@@H]4C(=O)N(c5ccccc5)C(=O)[C@@H]4C[C@]3(OC(=O)NCc3ccccc3)C2)cc1	-39	-4	/	-5	17	-6	-6	-9	/	-17	-18
Cc1cccc(-c2cc3nc(-c4ccccc4)cc(=O)n3[nH]2)c1	-282	1	-49	-18	-2	9	-205	-69	1	-54	-11
O=C(NCCCN1CCOCC1)c1cnccn1	3	-2	3	-3	-11	7	5	-1	0	0	16
CCOC(=O)Nc1ccccc1N1C(=O)c2ccccc2C1=O	7	6	4	-4	-23	-3	-21	-5	2	0	8
Cn1cc(Br)c(C(=O)NN2C(=O)C3C(C2=O)C2C=CC3C23CC3)n1 (configuration not stated)	7	11	-1	1	36	2	15	-17	2	3	-14
COc1ccc(CCNC(=O)C2CCN(S(=O)(=O)c3ccc(F)cc3)CC2)cc1	23	0	2	-4	0	6	3	-1	1	14	0
COc1cc(C(C)=O)ccc1OCC(=O)Nc1ccc(Cl)c(S(=O)(=O)N2CCOCC2)c1	11	-18	14	-2	1	16	14	-2	3	24	1
CCOc1cccc(-c2c(C(=O)N/N=C/c3ccoc3)nnn2-c2nonc2N)c1	3	6	-9	-3	-15	1	6	-20	2	3	-9
CCc1ccc(C(=O)NCC2COc3ccccc3O2)o1 (configuration not stated)	-121	-1	-15	-6	7	-15	-115	-39	1	3	-10
OCCC1CN(Cc2cnc(-c3ccc(Cl)cc3)nc2)CCN1C1CCCCC1 (configuration not stated)	-47	-3	21	-4	-11	3	-47	-3	3	-6	10
Cc1cccc(Nc2ccc3nonc3c2[N+](=O)[O-])c1C	4	-9	11	-20	-4	-2	3	-7	1	0	18
Cc1ccc(S(=O)(=O)N(C)CC(=O)NCCc2c[nH]c3ccccc23)cc1	14	-3	9	-4	0	-5	12	-26	-1	10	4
CC(=O)c1ccc(OCCCC(=O)NC2CCCc3ccccc32)cc1 (configuration not stated)	15	-1	0	-5	10	2	13	6	-1	9	-10
COCCN1C(=O)CCC1(C)C(=O)Nc1ccc2c(c1)OCCO2 (configuration not stated)	8	/	/	-10	-7	/	5	22	/	-5	-2
COc1cccc(CN(C)C(=O)c2csc3c2CCCC3)c1OC	11	3	4	-5	15	8	10	-19	-1	9	-1
CCOC(=O)c1sc(N)nc1C(C)C	11	-23	7	/	-8	4	0	7	-3	1	6
Cc1cc(C(=O)NCC(=O)Nc2c(C)cccc2C)c(C)o1	1	12	8	/	2	-5	14	1	-1	2	-14
CCOC(=O)CSc1ncnc2c1cnn2-c1ccc(C)cc1C	15	-6	10	5	3	5	16	0	-5	-12	-2
Cc1c(Br)c([N+](=O)[O-])nn1CC(=O)NCc1ccccn1	-8	5	-3	-8	9	2	5	-2	2	-5	-6
Cc1nc2ccc(N)cc2c(=O)n1Cc1ccc(Cl)cc1	-64	4	-15	-5	-2	5	-58	-20	2	-22	11
O=C(N/N=C\c1ccc(-c2ccccc2[N+](=O)[O-])o1)C1COc2cc3ccccc3cc2O1 (configuration not stated)	-37	-1	26	/	14	-8	3	-28	-2	1	-15
Cc1ccc(C(=O)OCC(=O)NC(=O)c2cccn2C)cc1[N+](=O)[O-]	2	-7	-6	2	9	-3	1	0	4	5	-3
Cc1ccc(C)c(S(=O)(=O)Nc2ccc(C(=O)NCCCN3CCOCC3)cc2)c1	13	/	8	-6	10	-5	17	-18	1	3	1
O=C(NCC(c1ccco1)N1CCN(c2ccccc2)CC1)c1ccc2c(c1)OCO2 (configuration not stated)	0	-13	7	-6	5	-3	-6	-7	-6	-12	-10
Cc1cc(CC(C)C)n(-c2nc3ccccc3c(=O)n2OCC(N)=O)n1	-106	18	-21	/	-8	0	-119	27	-2	-27	-7
Cc1cc(CNC(=O)c2cccc(OC3CCN(S(=O)(=O)N(C)C)CC3)c2)on1	-180	-3	-38	-5	8	4	-259	-75	0	-46	-9
CCOC(=O)NC1(C(F)(F)F)C(=O)N(Cc2ccccc2)C2=C1C(=O)CC(C)(C)C2 (configuration not stated)	0	-2	5	/	-6	3	18	-8	-1	5	6
COC(=O)c1ccc(OCCN2C3=NCCN3c3ccccc32)cc1	5	-1	-5	-3	0	-3	-8	7	3	7	-15
COCn1c(-c2cccc(Br)c2)nc2ccccc21	-191	?	-22	-5	-3	-3	-132	-41	0	-34	-26
Nc1c(Cl)ncnc1N1CCN(c2ncnc(Cl)c2N)CC1	22	0	-53	-18	-12	11	-2	21	1	-20	11
Later entries.
SMILES	HIF-2a block	Vif inh	MITF TRPM1 inh	CaV13 ICDI inh	KKLEB tox	PDI inh	Peg3 promoter	NR2E3 ag-1	NR2E3 ag-2	Shn3 inh set2	CF NFkB block
Cc1ccc(C)c(-c2nnc(NC(=O)c3ccco3)o2)c1	-18	-4	0	-6	5	-4	-1	-1	-4	1	-29
COc1ccc2[nH]c(=O)c(C(c3nnnn3C3CCCC3)N3CCN(Cc4ccc5c(c4)OCO5)CC3)cc2c1 (configuration not stated)	5	-1	7	-8	-18	-3	-2	-28	-2	20	-6
CCc1ccc(Nc2n[n+](-c3ccccc3)c(-c3ccc(C(=O)O)cc3)s2)cc1	25	20	10	-4	-7	2	14	4	0	-1	-1
Cc1ccc(SCCNC(=O)/C=C/c2ccccc2Cl)cc1	-42	-5	-2	-9	4	7	-9	7	4	3	-4
Cn1c(SCC(=O)N2CCOCC2)nnc1-c1ccc(NC(=O)c2ccccc2F)cc1	-1	-1	-6	/	12	-4	12	1	2	-11	4
COc1cccc(/C=N/NC(=S)Nc2cccc(S(=O)(=O)N(C)C)c2)c1	-40	-8	-7	-5	1	4	-10	-8	7	7	-5
